Compound activity: PubChem BioAssay, several laboratories
3CLpro inhibitor = SARS-CoV 3CLpro protease inhibition; P0C6X7; recombinant SARS-CoV 3CLpro, quenched FRET peptide cleavage; inhibition, % at 6 µM; 290,000 tested, 0.14% active; AID 1706; in the data active means inhibition above about 12%
PrPC TRFRET = reduces human prion protein on the cell surface. P04156. cell surface PrPC, TR-FRET read-out. inhibition, % at 13.8 µM. 370,000 tested, 0.43% active. AID 720596; in the data active means inhibition above about 24%; further: 0% = median of the test wells and 100% = reference compound wells
BoNT F protease = blocks Botulinum neurotoxin F light chain protease; Multiplex microsphere protease cleavage assay, flow cytometry; inhibition, % at 10 µM; 360,000 tested, 0.22% active; in the data active means inhibition above about 35%, passing the limit was not always enough; inconclusive means no clear call, values can overlap the other calls; further: plate controls were buffer without enzyme for full effect and enzyme alone for no effect
VHR inh abs = inhibitors of human VHR1 phosphatase (DUSP3). P51452. recombinant VHR phosphatase, pNPP absorbance. 290,000 tested, 0.52% active. AID 1654. inhibition, % at 13.3 µM; in the data active means inhibition above about 50%; further: some compounds called inactive have numbers as strong as hits
Target sequence (P51452 whole entry, looked up): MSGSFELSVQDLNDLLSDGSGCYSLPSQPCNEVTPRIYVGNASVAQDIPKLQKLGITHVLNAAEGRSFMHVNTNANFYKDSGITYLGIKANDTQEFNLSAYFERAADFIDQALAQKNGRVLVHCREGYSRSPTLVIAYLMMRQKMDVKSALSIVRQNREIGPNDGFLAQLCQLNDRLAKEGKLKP
Rv3671c protease = Rv3671c (M. tuberculosis) protease inhibition; AID 2606; P9WHR9; 320,000 tested, 0.048% active; inhibition, % at 5.96 µM; in the data active means inhibition above about 38%;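 further: extracellular domain of Rv3671c used as enzyme; 0% = enzyme with DMSO and 100% = no enzyme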
Target sequence (P9WHR9 whole entry, looked up, the tested form may be a part): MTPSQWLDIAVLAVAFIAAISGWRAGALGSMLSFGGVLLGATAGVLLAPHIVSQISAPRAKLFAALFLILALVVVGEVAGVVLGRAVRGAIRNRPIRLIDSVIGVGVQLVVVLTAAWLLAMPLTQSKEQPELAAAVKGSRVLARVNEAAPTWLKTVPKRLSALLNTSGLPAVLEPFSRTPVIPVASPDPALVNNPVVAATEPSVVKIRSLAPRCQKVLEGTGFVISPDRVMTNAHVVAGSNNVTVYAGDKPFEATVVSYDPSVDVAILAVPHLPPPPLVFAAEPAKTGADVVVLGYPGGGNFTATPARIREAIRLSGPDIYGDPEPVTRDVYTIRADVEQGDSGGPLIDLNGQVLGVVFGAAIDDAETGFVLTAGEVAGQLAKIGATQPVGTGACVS
MazEF act = activators of E. coli MazEF toxin-antitoxin RNase. AID 504720. 350,000 tested, 0.32% active. P0AE70. activation, % at 20 µM. FAM/BHQ RNA-DNA oligo cleavage fluorescence, 5 h; in the data active means activation above about 50%
Target sequence (P0AE70 whole entry, looked up): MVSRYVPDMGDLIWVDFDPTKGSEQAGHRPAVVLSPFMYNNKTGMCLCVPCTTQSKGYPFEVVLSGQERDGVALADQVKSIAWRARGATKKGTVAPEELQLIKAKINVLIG
CCHFV vOTU inh = blocks the CCHF virus ovarian tumor domain protease. CCHFV vOTU protease, Pep-AMC fluorescence. inhibition, % at 11.5 µM. 370,000 tested, 0.55% active. AID 651958; in the data active means inhibition above about 30%; further: 0% = vehicle wells with enzyme and 100% = no enzyme wells
Anthrax LF inh2 = blocks Bacillus anthracis lethal factor protease | multiplex microsphere protease cleavage assay, LF | inhibition, % at 10 µM | AID 588501 | P15917 | 360,000 tested, 0.12% active; further: plate controls were buffer without enzyme for full effect and enzyme alone for no effect
BoNT A protease = inhibitors of Botulinum neurotoxin A light chain protease; multiplex microsphere protease substrate cleavage, flow cytometry; inhibition, % at 10 µM; 360,000 tested, 0.17% active; further: plate controls were buffer without enzyme for full effect and enzyme alone for no effect
PriA SSB inh = blocks PriA binding to SSB C-terminal tail; AlphaScreen SSBct-PriA binding, biotinylated peptide; inhibition, % at 33 µM; 430,000 tested, 0.6% active; in the data active means inhibition mostly above about 37%, no sharp cut-off; inactive means mostly below about 20%;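 further: plate controls were negative control peptide for no effect and reference peptide for full effect; strong numbers were not always called active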
The depositor's hits bear a star; ? = inconclusive; nt = not tested or not shown. Unless noted, no stated cut-off is given here; in the data, active means inhibition above about 30%; inconclusive means no clear call, values can overlap the other calls; inactive means below that. These rows are one share of the data; the hit share may differ from the screen's.

SMILES | BoNT A protease | PriA SSB inh | 3CLpro inhibitor | MazEF act | CCHFV vOTU inh | VHR inh abs | BoNT F protease | Anthrax LF inh2 | Rv3671c protease | PrPC TRFRET
O=C(Nc1ccc2ccccc2c1)C(c1ccccc1)C1CCCC1 (centres undefined) | -0.2 | -24 | 1 | 12 | 11 | 4 | -8 | 0 | -129 | 0
Cc1ccccc1N1C(S)=C(C#N)C(=O)NC1c1cccs1 (centres undefined) | 0.2 | -5 | 5 | 4 | 11 | -4 | -13 | 4 | -2 | 2
O=CN1CCN(C(C(=O)NC2CCCCC2)c2cc3c(cc2[N+](=O)[O-])OCO3)CC1 (centres undefined) | -0.4 | 8 | 3 | 2 | 0 | 12 | 5 | -4 | 8 | -1
COc1cccc(C(=O)NCC2CCCN2S(=O)(=O)c2cccs2)c1 (centres undefined) | -1.0 | 4 | nt | 0 | 6 | nt | 10 | 5 | -7 | 1
CCCc1c(OCCCOc2ccc(OCC(=O)O)cc2)ccc(C(C)=O)c1O | 0.3 | 0 | nt | 10 | 14 | nt | -6 | 3 | -4 | -2
O=c1c2c(nc3n1CCS3)c1cc(F)ccc1n2Cc1cc(=O)n2cc(Cl)ccc2n1 | nt | -12 | 7 | 1 | nt | 21 | nt | nt | 2 | nt
Cc1cc(-c2ccc(Br)cc2)n2nc(C)cc2n1 | -0.9 | nt | nt | 3 | 5 | nt | -2 | -2 | nt | -13
O=C(c1ccc(Br)o1)N1CCN(CCOc2ccccc2)CC1 | -0.4 | -8 | -2 | 3 | 2 | -14 | 11 | 3 | 6 | -1
CC(=O)C1=C(C)N(Cc2ccccc2)C(=O)N[C@H]1c1cccc(F)c1 | 0.0 | -37 | nt | -6 | 3 | nt | 4 | -2 | 2 | -1
CCCCOc1ccc(C(C)NC(=O)CCS(=O)(=O)Cc2ccccc2Cl)cc1 (centres undefined) | -0.5 | 2 | 2 | -11 | 1 | 17 | -7 | -2 | 7 | 2
O=C(CSc1nc2cc(Cl)ccc2s1)Nc1cccc(S(=O)(=O)N2CCOCC2)c1 | 0.3 | -15 | 2 | -9 | 3 | 8 | -2 | -1 | -113 | 10
Cc1ccccc1OCC(=O)NC(=S)Nc1ccc(S(=O)(=O)NC2CCCCC2)cc1 | -0.8 | -9 | -4 | 5 | 11 | 30 | -13 | -1 | -9 | 10
Cn1c(NCC(O)c2ccccc2)nc2c1c(=O)n(Cc1ccc(Cl)c(Cl)c1)c(=O)n2C (centres undefined) | -0.2 | -4 | 5 | -6 | 6 | nt | -1 | 1 | -2 | 3
Cc1ccc(-c2nn(CC(N)=O)c(=O)c3ccccc23)cc1S(=O)(=O)N(C)C | 0.8 | -11 | -3 | -5 | -2 | 10 | -6 | 0 | -3 | -3
Cc1noc(NS(=O)(=O)c2ccc(NC(=O)NC(C)(C(F)(F)F)C(F)(F)F)cc2)c1C | -0.3 | 3 | 7 | -22 | 11 | nt | -12 | 1 | 11 | 3
Cc1cc(C)n(-c2nc(-c3ccc(Cl)c(Cl)c3)cs2)n1 | 1.0 | -4 | 1 | 8 | 3 | 44 | -4 | -3 | -2 | -7
COc1ccc(NC(=S)N(CCCN2CCC(C)CC2)Cc2cccs2)cc1Cl | 0.1 | 2 | 6 | -5 | -5 | 33 | -6 | -4 | 3 | -4
Cc1ccc(Cn2nnc3c(=O)[nH]c(C4CCN(S(=O)(=O)/C=C/c5ccccc5)CC4)nc32)cc1 | -0.7 | 9 | 1 | 2 | -2 | 16 | -10 | -4 | -32 | 3
Cc1cc(O)cc(O)c1/C=N/NC(=O)c1ccc2c(c1)OCCO2 | 0.4 | nt | nt | 1 | 12 | nt | -9 | 0 | nt | 32*
CCOc1ccc(NC(=O)CN2CCN(CC(=O)c3ccc(OCC)cc3)CC2)cc1 | 2.4 | -8 | -5 | 5 | 2 | -6 | 6 | 1 | nt | 10
CC(C=CC(O)=C1C(=O)CNC1=O)=C[C@@H](C)C1OC2(C)OC(C(=O)C3O[C@@]32C)C1C (some centres undefined) | -0.1 | nt | nt | nt | 6 | nt | -3 | -1 | nt | 7
O=C1NC[C@@H](CCCCN2C[C@H](Cc3ccc(O)cc3)N(Cc3ccccc3)C(=O)C2=O)N(CCC2CCCCC2)C1=O | -0.5 | nt | nt | nt | 6 | nt | 0 | -6 | nt | -2
CCn1c(CSc2nc(C)cc(C)n2)nnc1SCC(=O)Nc1nc(-c2ccccc2)cs1 | 1.0 | -17 | -2 | 9 | -1 | 7 | 0 | -2 | -11 | 3
COc1cc(C(=O)NC(=S)Nc2ccc3ccccc3c2)cc(OC)c1OC | -0.2 | nt | nt | 4 | 10 | nt | 2 | -5 | nt | 2
Cc1ccc(C(=O)C(C)OC(=O)Cn2cnc3c2c(=O)n(C)c(=O)n3C)cc1 (centres undefined) | 1.3 | -9 | nt | 6 | -1 | nt | -1 | -3 | 3 | -2
CCOC(=O)c1ccc(/C=N/O)[n+](Cc2ccccc2)c1 | nt | nt | -1 | 5 | 2 | 0 | nt | nt | -1 | 0
CNC(=O)CSc1nnc(-c2cnccn2)n1C | -1.0 | -1 | 4 | 3 | -10 | 19 | -1 | 2 | 1 | -3
Cc1ccc(-n2c(SCCN)nnc2-c2cccc(C)c2)cc1 | -0.6 | 4 | -2 | 13 | 7 | 15 | 0 | 0 | -9 | -2
Oc1ccc(N=Nc2ccccc2-c2nn[nH]n2)c(O)c1 | -2.9 | -3 | 8 | -1 | 29 | 34 | -43 | -16 | 29 | -11
Cn1c(=NC(=O)c2ccc(S(=O)(=O)N3CCCc4ccccc43)cc2)sc2cc(S(C)(=O)=O)ccc21 | 0.3 | -2 | 1 | -9 | -3 | 11 | -7 | 3 | -11 | -6
Cc1cc(C)nc(NC2=NCC(=O)N2c2ccccc2Br)n1 | -0.3 | -13 | -5 | 7 | 1 | 25 | -3 | 3 | 3 | 3
CC(C)(C)CC(=O)Nc1nnc(SCC(=O)NCc2cccs2)s1 | -0.2 | -6 | 0 | 8 | -3 | 24 | -2 | -7 | 1 | -10
CCOc1ccccc1CN1C(=O)c2ccccc2C1C(=O)NC(C)CC (centres undefined) | -1.1 | -9 | -1 | 0 | 3 | -17 | -8 | 0 | -5 | 9
CCN1CCN(c2ccc(S(=O)(=O)N3CCCCC3)cc2NC(=O)c2cc3ccccc3o2)CC1 | 1.8 | 1 | nt | -3 | -10 | nt | ? | -8 | -13 | -4
Cc1ccc(NCSc2ccc(Cl)cc2)cc1 | -0.7 | -1 | nt | -6 | 5 | nt | -6 | -3 | nt | 5
O=C(O)c1ccccc1-c1ccccc1C(=O)Nc1nc2ccccc2s1 | -0.1 | -2 | 4 | -5 | 14 | -11 | -15 | 0 | -8 | 3
CNS(=O)(=O)c1cc(NC(=O)c2cncn2-c2ccccc2)ccc1C | -5.0 | -3 | -3 | 12 | 3 | -19 | -10 | -2 | 1 | -4
CCCc1cc(=O)[nH]c(SCC(=O)N(C)CC(=O)Nc2ccc(C)cc2)n1 | -0.5 | -8 | 0 | -9 | 21 | 23 | -2 | -2 | -4 | -1
Cc1ccc(CNC(=O)C2CCN(S(=O)(=O)c3c(C)noc3/C=C/c3ccco3)CC2)cc1 | -0.6 | -10 | 3 | -12 | -2 | 19 | -7 | -5 | -22 | 2
COc1cccc(C2C(C#N)=C(N)Oc3cc(C)n(Cc4ccco4)c(=O)c32)c1 (centres undefined) | 0.3 | -11 | -1 | -10 | 3 | 8 | -7 | 0 | 0 | 4
c1cc2nc(C34CC5CC(CC(C5)C3)C4)[nH]c2cn1 | -0.1 | 1 | -2 | 1 | -5 | -2 | 0 | -2 | 3 | 3
Cc1cnc(C(=O)OCC(=O)Nc2cc(Cl)ccc2C#N)cn1 | -0.1 | -5 | nt | 4 | -1 | nt | -3 | -2 | 0 | -8
Cn1c(SCC(=O)Nc2ccc3cn[nH]c3c2)nnc1-c1cccs1 | 0.1 | -6 | 1 | 0 | 22 | 4 | 1 | -3 | 1 | 4
FC(F)Oc1ccc(-c2csc(NNC3=NCCCCC3)n2)cc1 | -1.0 | 13 | 2 | 2 | 7 | 17 | -18 | -17 | 8 | 0
COc1cc(OC)cc(C(=O)N2CC(=O)Nc3ccccc32)c1 | 2.6 | -10 | 0 | 4 | -5 | 6 | 3 | 2 | 3 | 2

2 records picked at random from those above, as already listed:
SMILES | BoNT A protease | PriA SSB inh | 3CLpro inhibitor | MazEF act | CCHFV vOTU inh | VHR inh abs | BoNT F protease | Anthrax LF inh2 | Rv3671c protease | PrPC TRFRET
FC(F)Oc1ccc(-c2csc(NNC3=NCCCCC3)n2)cc1 | -1.0 | 13 | 2 | 2 | 7 | 17 | -18 | -17 | 8 | 0
Cc1cc(C)nc(NC2=NCC(=O)N2c2ccccc2Br)n1 | -0.3 | -13 | -5 | 7 | 1 | 25 | -3 | 3 | 3 | 3

(more compounds)
SMILES | BoNT A protease | PriA SSB inh | 3CLpro inhibitor | MazEF act | CCHFV vOTU inh | VHR inh abs | BoNT F protease | Anthrax LF inh2 | Rv3671c protease | PrPC TRFRET
N/C(COc1cccc(Cl)c1)=N\O | 1.1 | nt | 4 | 4 | 3 | 16 | -1 | -4 | 3 | 1
Fc1ccc(CSc2nnc(-c3ccco3)o2)cc1 | -0.4 | -13 | -2 | 1 | 6 | 10 | -8 | -8 | 6 | -4
CCC(C(=O)Nc1ccc(C(=O)O)cc1NC(=O)C(CC)c1ccccc1)c1ccccc1 (centres undefined) | 0.6 | 14 | 10 | -6 | 13 | 17 | -10 | -13 | 2 | -2
O=C(CNC(=O)Cc1ccccc1)NCC(=O)OCC(=O)c1cccc2ccccc12 | 1.0 | -10 | 5 | 0 | 31* | 33 | 0 | 7 | -5 | 11
CCOc1cccc(-c2c(C(=O)N/N=C/c3c(F)cccc3Cl)nnn2-c2nonc2N)c1 | -0.4 | nt | 6 | 7 | -13 | -7 | 2 | -1 | 8 | -2
CCOC(=O)c1ccc(-c2ccc(C(=O)Nc3cccnc3)o2)cc1 | 1.4 | 3 | -5 | -3 | 14 | 14 | 7 | 3 | -12 | -2
C[C@@H]1CN([C@@H](C)CO)C(=O)CCCn2nncc2CO[C@H]1CN(C)S(=O)(=O)c1ccc(-n2cccn2)cc1 | -0.1 | nt | nt | 7 | -2 | nt | 2 | 0 | nt | -1
Brc1ccc(-c2noc(CCc3ccccc3)n2)o1 | -0.6 | -37 | 0 | -4 | 1 | 17 | -11 | 3 | 2 | -1
CC(C)(C)OC(=O)N1CCc2onc(-c3ccc(Br)cc3)c2C1=O | -0.5 | nt | nt | 0 | -1 | nt | -2 | -3 | nt | 2
CC1(C)O[C@H]2OC([C@H](O)CON3C(=O)c4ccccc4C3=O)[C@H](O)[C@H]2O1 (some centres undefined) | nt | -10 | 1 | 1 | 2 | -4 | nt | nt | -4 | 5
O=C1C(Cl)=C(NCCCO)C(=O)c2ccccc21 | 0.8 | 3 | 3 | 6 | 45* | -4 | 15 | 2 | -5 | -70
CCOC(=O)C1=C(C)NC(=S)NC1c1ccco1 (centres undefined) | -1.2 | -2 | 4 | -5 | -2 | -1 | ? | -4 | 0 | 11
Cc1ccc(-c2nc(CS(=O)(=O)CC(=O)NCc3cccc(F)c3)c(C)o2)cc1 | -0.3 | -2 | -2 | 3 | 2 | 2 | -2 | 1 | 3 | -4
CCOc1ccc(CCNS(=O)(=O)c2ccc3c(c2)N(C(C)=O)CCO3)cc1OCC | 2.1 | -17 | -2 | 0 | 16 | 14 | -1 | -1 | -12 | -2
NS(=O)(=O)c1ccc(NC(=S)Nc2ccc(C(=O)N3CCCCC3)cc2)cc1 | -0.8 | -9 | 2 | -5 | 7 | 16 | 0 | -3 | 3 | 5
CC(=O)Oc1ccc(/C=C(\NC(=O)c2cccc(Br)c2)C(=O)Nc2ccc(C(=O)O)cc2)cc1 | nt | -1 | nt | 1 | -3 | nt | nt | nt | 0 | -4
COc1ccc(OC)c(N2C(=O)c3cccnc3C2=O)c1 | 0.0 | 5 | -4 | 5 | -5 | 16 | -30 | 0 | -3 | -1
